Compound activity from PubChem.
SIAE primary = human SIAE inhibition, primary screen | inhibition, % at 9.66 µM | 370,000 tested, 0.69% active | Q9HAT2 | SIAE FP-Rh probe binding, fluorescence polarization;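 active means inhibition above a cutoff: mean of compounds within the control limits plus 3 SD of those, cut at about 17% in these data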;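 further: 0% = plate median of compound wells and 100% = probe without SIAE protein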
Target sequence (Q9HAT2 whole entry, looked up): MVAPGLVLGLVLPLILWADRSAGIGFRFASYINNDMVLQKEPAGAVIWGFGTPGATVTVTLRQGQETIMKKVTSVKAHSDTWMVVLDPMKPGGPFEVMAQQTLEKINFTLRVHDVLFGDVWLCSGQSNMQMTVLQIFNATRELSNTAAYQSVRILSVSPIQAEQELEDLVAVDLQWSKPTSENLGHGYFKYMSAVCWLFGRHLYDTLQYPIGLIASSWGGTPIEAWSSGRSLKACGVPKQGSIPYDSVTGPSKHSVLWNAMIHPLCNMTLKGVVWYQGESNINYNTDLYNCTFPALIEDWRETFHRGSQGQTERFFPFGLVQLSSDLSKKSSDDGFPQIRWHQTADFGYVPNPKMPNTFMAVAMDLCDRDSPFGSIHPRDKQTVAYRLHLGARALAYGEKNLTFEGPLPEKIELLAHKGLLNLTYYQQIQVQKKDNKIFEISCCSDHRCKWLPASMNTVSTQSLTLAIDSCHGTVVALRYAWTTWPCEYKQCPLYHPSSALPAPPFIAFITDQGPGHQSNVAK
DDE Tn6 FP inh = DD(E)-Tn6 binding inhibition, primary FP screen | 370,000 tested, 0.21% active | AID 720509 | inhibition, % at 8.3 µM | Fibrin DD(E) TRITC-Tn6 fluorescence polarization displacement | P02675;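 active means inhibition above a per-campaign cutoff: mean of compounds within control limits plus 3 SD, cut at about 15% in these data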;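 further: 0% = median of all compound wells on the plate and 100% = blocking peptide control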
PLC-gamma1 inh = PLC-gamma1 (human) inhibition, primary screen. AID 720700. 370,000 tested, 0.84% active. inhibition, % at 12.2 µM. purified PLC-gamma1, fluorogenic substrate, fluorescence. P19174; in the data active means inhibition above about 9.5%
TDP2 absorb = TDP2 (human) inhibition, absorbance primary screen | O95551 | 370,000 tested, 0.34% active | inhibition, % at 12.8 µM | recombinant TDP2, T5PNP hydrolysis, p-nitrophenol absorbance 415 nm;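 active means inhibition above the mean of all tested compounds plus 3 SD, set per campaign, cut at about 25% in these data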;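 further: 0% = DMSO with enzyme and 100% = buffer with substrate but no TDP2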
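Assay system: Recombinant human TDP2 | Quantity: 120 nM TDP2 per well | Incubation: 2 h at 37 °C | Signal: Epi absorbance | Evaluation: Percent inhibition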
DDE Tn7 FP inh = disrupts Tn7 cyclic peptide binding to fibrin D-Dimer-E complex | P02675 | FP displacement of FITC-Tn7 peptide from fibrin DD(E); 0% = median of compound wells per plate | inhibition, % at 8.3 µM | 370,000 tested, 0.13% active | AID 720508;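 active means inhibition above the mean of compounds falling within the control limits plus 3 SD of them, cut at about 14% in these data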;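 further: 0% = plate median of compound wells and 100% = 10 µM Aha-Tn7 peptide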
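Assay system: human fibrin DD(E). Input: DD(E) 2 µM final. Medium: Tris buffer with calcium and detergent, pH 7.8. Compound dosing: single point at 8.3 µM. Timing: 10 min plus 3 h, room temperature. Technique: fluorescence polarization of the labelled Tn7 tracer. Read-out: percent inhibition. Replicates: singlicate testing.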
ASAP1 inh = blocks human ASAP1-stimulated Arf1 GTP hydrolysis. Q9ULH1. GDP FP detection. inhibition, % at 16.5 µM. 360,000 tested, 0.19% active. AID 624377; in the data active means inhibition above about 25%;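 further: 0% = vehicle with enzyme and substrate and 100% = no enzyme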
ADAM17 inh = inhibitors of human ADAM17 | P78536 | recombinant ADAM17, EDANS/DABCYL FRET peptide cleavage | inhibition, % at 6.95 µM | 370,000 tested, 0.83% active;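 active means inhibition above the mean of compounds lying between control limits plus 3 SD, set per campaign, cut at about 8.5% in these data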;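 further: 0% = DMSO-only wells as the low control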
PLCb3 inh = PLC-beta3 (human) inhibition, primary screen | Q01970 | 370,000 tested, 0.18% active | AID 720704 | Purified PLC-beta3, fluorogenic substrate, fluorescence | inhibition, % at 12.2 µM; in the data active means inhibition above about 11%;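 further: 0% = median of compound wells on plate and 100% = full blocker control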
ADAM10 inh = inhibitors of human ADAM10; O14672; recombinant ADAM10, EDANS/DABCYL FRET peptide cleavage, 3 h; inhibition, % at 7 µM; 370,000 tested, 0.62% active; AID 720582;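 active means inhibition above a per-campaign cutoff equal to the mean of compounds falling between control-based bounds plus 3 SD, cut at about 20% in these data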;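 further: 0% = DMSO wells while the 100% control is not disclosed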
Target sequence (O14672 214-748 limits assumed): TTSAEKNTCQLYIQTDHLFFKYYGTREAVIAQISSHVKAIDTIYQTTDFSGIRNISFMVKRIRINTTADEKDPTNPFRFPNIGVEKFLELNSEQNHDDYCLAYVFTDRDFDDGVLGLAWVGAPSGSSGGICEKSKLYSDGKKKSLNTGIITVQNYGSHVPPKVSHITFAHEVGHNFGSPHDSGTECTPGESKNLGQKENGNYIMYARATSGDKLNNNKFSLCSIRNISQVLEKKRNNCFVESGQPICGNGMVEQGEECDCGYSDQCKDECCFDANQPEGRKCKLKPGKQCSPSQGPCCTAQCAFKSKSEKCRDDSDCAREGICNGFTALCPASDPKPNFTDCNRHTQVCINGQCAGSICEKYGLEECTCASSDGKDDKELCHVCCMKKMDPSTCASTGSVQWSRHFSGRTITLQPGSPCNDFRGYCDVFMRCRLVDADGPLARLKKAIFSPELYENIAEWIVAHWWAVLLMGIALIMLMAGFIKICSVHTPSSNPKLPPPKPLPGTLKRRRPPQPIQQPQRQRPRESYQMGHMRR
ARFGAP1 inhibitor = inhibitors of rat ARFGAP1. Arfgap1-stimulated ARF1 GTP hydrolysis, GDP FP detection. inhibition, % at 16.5 µM. 360,000 tested, 0.26% active. AID 651572;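 active means inhibition above a per-plate limit, mean inhibition of low control wells plus 3 SD, cut at about 25% in these data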;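 further: 0% = DMSO wells with enzyme and 100% = wells lacking Arfgap1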
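Replicates: Single well per compound | Assay system: Truncated rat Arfgap1 GAP domain | Control set: No-Arfgap1 wells (100%) versus DMSO full-reaction wells (0%) | Times: Enzyme reaction 120 min at 25 °C after 20 min preincubation | Reagent: Human ARF1(Δ1-17)-GTP substrate | Measured by: Tracer-displacement fluorescence polarization with EDTA stop, 620/688 nm | Measure: Percent inhibition of Arfgap1-stimulated GTP hydrolysis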
Numbers without * were called inactive; i = inactive; / = no result given.

SMILES	SIAE primary	DDE Tn6 FP inh	PLC-gamma1 inh	TDP2 absorb	DDE Tn7 FP inh	ASAP1 inh	ADAM17 inh	PLCb3 inh	ADAM10 inh	ARFGAP1 inhibitor
O=C(c1cc2c(c(-c3cccc(-c4ccncc4)c3)n1)[C@@H](CCO)N(C(=O)c1ccc3c(c1)OCO3)C2)N1CCOCC1	6	-1	3	3	-1	14	0	3	6	0
CC(C)CC1NC(C(=O)O)Cc2c1[nH]c1ccccc21 (configuration not stated)	10	0	-99	-17	7	-22	-39	-114	-105	-3
COc1cccc(-n2nc(-c3ccnn3-c3ccccc3)c(=O)n(C)c2=O)c1	1	0	-1	-9	2	-4	2	0	10	-3
Cc1c(OC(C)C(=O)N[C@H](C(=O)O)c2ccccc2)ccc2c3c(c(=O)oc12)CCCC3 (some centres not stated)	0	-3	-59	-9	1	-4	-109	-73	-460	-11
O=C(NCc1ccc(F)cc1)C1CCC(CNc2c(N3CCOCC3)c(=O)c2=O)CC1 (configuration not stated)	-2	2	3	-6	2	9	-3	-5	4	3
O=Nc1c(O)[nH]c2ccc(Cl)c(Cl)c12	63*	0	-1	-4	4	3	1	1	8	7
COc1ccc(NC(=O)Nc2nc(C(N)CC(C)C)cs2)cc1 (configuration not stated)	10	5	3	7	4	-14	-3	2	-3	-1
O=C(Cc1ccc(O)cc1)NC1CCCCCC1	2	-11	4	9	-7	5	1	-4	-5	-7
COc1ccc(-n2c(COc3ccc(Cl)cc3)nnc2SCC(=O)c2ccc(-c3ccccc3)cc2)cc1	-5	3	3	-11	-5	/	8	-1	11	/
CC(C)CNc1nc(N)c([N+](=O)[O-])c(N2CCCCCC2)n1	0	0	2	-5	1	-5	5	-8	4	2
COC(=O)C1=CN(C(C)c2ccccc2)C=C(C(=O)OC)C1c1cc(OC)c(OC)c(OC)c1 (configuration not stated)	6	0	-320	7	5	-2	-365	-393	i	-2
NC(=O)c1ccc(NC(=O)COC(=O)c2cc3c(s2)CCC3)cc1	-13	0	-5	5	0	-7	-5	-7	-3	1
CCCOc1ccc(C(=O)CCN2CCCCC2)cc1	1	5	1	-7	4	-23	-1	-1	-6	-8
Cc1cccc(NCc2ccccc2O)c1	8	-9	0	-7	-2	-5	4	2	3	14
C/C(=N\n1c(C)nc2ccccc2c1=O)c1ccc(N)cc1	-6	-6	0	-1	6	0	-7	0	-7	-2
CCN1CCN(c2ccc(NC(=O)c3ccc(C#N)cc3F)cc2Cl)CC1	0	-8	-1	-13	1	5	-5	-5	-6	4
CN(CC(=O)Nc1ccc(Cl)cc1)C(=O)CN1C(=O)C2CCCCC2C1=O (configuration not stated)	-2	0	1	-3	2	5	-5	2	-11	3
Cc1cc(OCC(=O)O/N=C(\N)c2ccccc2)ccc1Cl	0	-3	-1	10	-3	2	0	-2	0	12
COC(=O)CCn1[nH]c(=O)c2ccccc2c1=O	-6	-1	-13	-8	1	12	-4	-17	-9	3
Nn1c(SCC(=O)Nc2ccc(N3CCOCC3)cc2)nnc1C1CC1	4	-3	2	4	4	-5	0	-9	-9	-3
CC(C)(C)c1csc(NC(=O)c2ccc3nccnc3c2)n1	-2	2	-11	-6	-7	12	-4	-21	-15	-9
COC(=O)c1c(-c2ccc(S(C)(=O)=O)cc2)sc2cc(OC)ccc12	-12	-4	i	-19	-1	8	-274	i	i	-11
CCCn1c(NCc2ccc3c(c2)OCO3)nc2ccccc21	-9	-1	0	0	-1	-15	1	2	3	2
CN(C)S(=O)(=O)c1cccc(C(=O)OCC(=O)NCc2ccccc2)c1	-1	11	4	-4	2	4	3	1	8	-4
CC1(C(=O)NS(=O)(=O)c2ccccc2Cl)CCN1C(=O)c1ccco1 (configuration not stated)	6	0	0	6	2	1	-2	0	-10	12
Cc1ccccc1OCCN1C(=O)c2ccccc2C1=O	-2	-1	1	3	-1	-13	0	3	2	-5
Cn1c(=O)c(-[n+]2ccccc2)c([O-])c2ccccc21	-4	-1	-8	7	2	-6	-2	-7	7	-4
CNCCCOc1cccc(OC(C)C)c1	-1	2	2	4	-1	-2	-3	5	-7	13
N#Cc1ccc(C(=O)N(Cc2ccccc2)c2ccccc2)cc1	1	0	8	-5	0	5	9	-6	-8	-8
CCN(CC)S(=O)(=O)c1cccc(-c2nnc(SCCOc3ccc(Cl)cc3)o2)c1	-1	5	1	11	-2	0	-4	1	-1	0
O=C(CCCN1CCc2[nH]c3ccc(F)cc3c2C1)c1ccc(F)cc1	-1	-1	2	8	1	11	-1	-4	2	-1
CCc1c(C)nc(SCC(=O)Nc2c(C)n(C)n(-c3ccccc3)c2=O)[nH]c1=O	4	3	0	2	-2	1	0	-2	-1	16
CCn1ncc([C@@H]2C[C@H]3CN(Cc4cccc(Cl)c4)C(=O)[C@]34CCCN24)c1C	-3	-4	-3	12	5	-8	-5	-7	-6	7
N#Cc1ccc(C(=O)N2CCCCC2c2cc(C(=O)Nc3ccccc3Cl)no2)cc1 (configuration not stated)	-4	0	0	7	4	4	2	4	3	3
Cc1cc(=O)oc2cc(OCC(=O)OCC(=O)Nc3ccccc3C(C)C)ccc12	13	5	-18	-6	1	4	-67	-22	-268	12
CSc1nccc(N2CCN(c3ccc(F)cc3)CC2)n1	3	3	3	9	4	6	-1	3	-2	-4
O=C(c1ccccc1)C1CCN(CC(=O)N2CCN(c3ccccc3)CC2)CC1	1	-5	2	6	2	11	1	0	5	12
O=C1c2ccccc2C(=O)N1Cc1cnc(N2CCN(c3ccccc3)CC2)s1	6	-3	0	5	7	2	-4	-5	4	5
CCCCNC(=O)C[C@@H]1C[C@@]2(C(=O)OC)CCCCC=C2N(Cc2ccco2)C1=O	-6	1	5	-12	-5	4	1	-1	4	4
CCS(=O)(=O)N1CCN(S(=O)(=O)c2ccccc2)CC1	-2	-4	2	8	0	-6	-2	2	3	-7
COc1ccc(CNc2nc3ccc(C)cc3s2)c(OC)c1OC	5	2	5	-2	-3	-3	4	-1	5	4
Cc1ccc(NC(=O)OCc2cn(-c3ccc(Cl)cc3)nn2)cc1	8	-13	6	0	2	-10	0	0	17	-2
CSCC[C@H](NC(=O)NC1CCCC1)C(=O)O	-2	-1	3	-5	0	-5	-4	-8	-2	8
Cc1cc(C)n(CCCNC(=O)c2ccco2)n1	13	-9	3	5	1	11	-4	1	-7	0
CC(C)(C)Nc1nc(SCC(=O)Nc2ccccc2Cl)nc(N2CCOCC2)n1	6	0	-1	-4	1	10	5	-7	6	9
Cc1cc2ccccc2cc(C)c1=O	-7	-1	7	-20	5	5	-1	5	-1	-13
O=C(OC12CCCN(C1)/C(=C/c1ccc(Cl)cc1)C2)c1ccc(F)cc1 (configuration not stated)	6	-2	-1	0	-5	/	3	1	3	/
CCOc1ncccc1C(=O)NCc1cccc(OC)c1	-2	5	1	-3	5	6	3	0	4	17
O=[N+]([O-])c1ccc(NC(=S)NCCc2ccc(F)cc2)cc1	-25	-11	5	-6	-8	10	8	3	19	4
Cc1noc(C)c1C(=O)N1CCC1(C)C(=O)NS(=O)(=O)c1ccc(C#N)cc1 (configuration not stated)	6	0	1	0	0	0	-3	0	-17	-3
Cn1c(-c2ccc(C(=O)c3ccccc3)s2)nc2ccccc21	-10	0	-367	0	-3	9	-8	-483	-38	-12
COc1ccc(N(CC(=O)NCc2ccco2)S(C)(=O)=O)cc1OC	-8	8	5	-1	-3	2	0	3	7	4
O=C(COC(=O)/C=C/c1ccc(S(=O)(=O)N2CCCCCC2)cc1)NCc1ccccc1Cl	3	-1	2	3	1	-3	-1	2	3	3
Cc1ccc(NC(=O)c2ccc(F)cc2)cc1S(=O)(=O)N1CCCCCC1	-13	0	8	2	-8	-3	4	8	6	0
CCn1c(SCC(=O)Nc2ncc(C(F)(F)F)cc2Cl)nnc1-c1ccccc1	-3	1	-3	1	1	1	-6	-2	-8	-10
CC(C)CNC(=S)N(CCCN(C)C)Cc1cc2cc3c(cc2[nH]c1=O)OCCO3	-2	-7	-18	-5	-2	6	-62	-33	-193	-4
COC(=O)c1cc(-c2ccc(Br)cc2)c2c(=O)n(C)c(=O)n(C)c2n1	-1	-6	3	-12	-4	-8	-6	-5	-2	-25
Cc1ccc(S(=O)(=O)N(C)C)cc1NC(=O)COC(=O)c1c(C)noc1C	-9	-2	0	-6	-1	-6	5	4	4	-8
COc1cc(CNC(=O)c2ccc3c(c2)S(=O)(=O)c2ccccc2C3=O)cc(OC)c1	1	7	4	-8	1	-5	2	5	16	-1
CC(=O)c1ccc(NS(=O)(=O)c2ccc3c(c2)CCC(=O)N3)cc1	2	1	-1	-4	2	-12	-5	-1	-17	-12
New compounds follow:
SMILES	SIAE primary	DDE Tn6 FP inh	PLC-gamma1 inh	TDP2 absorb	DDE Tn7 FP inh	ASAP1 inh	ADAM17 inh	PLCb3 inh	ADAM10 inh	ARFGAP1 inhibitor
O=C(NC(=S)N1CCCC1)c1cccc([N+](=O)[O-])c1	-2	1	2	-14	0	-3	2	-3	7	8
CNC(=O)c1[nH]nc2c1CCc1cc(OC)ccc1-2	0	8	-1	-6	-4	-3	-5	-7	-2	-1
CC1CCCCC1NC(=O)c1cccc(S(=O)(=O)N2CCN(C)CC2)c1 (configuration not stated)	0	5	1	-6	3	8	-4	-2	-14	3
CC12CN3CCN(CC(C3)C1(O)CN1CCCCC1)C2 (configuration not stated)	-5	2	-2	1	1	7	-1	3	1	12
Cc1c(Br)c([N+](=O)[O-])nn1CC(=O)NCC1CCCO1 (configuration not stated)	-5	2	-19	3	2	-9	-5	-9	-8	-3
CCc1nc2ccc(C(=O)NCc3ccccc3OC)cn2c1N(C)C(=O)Cc1ccccc1	-1	-1	-3	4	8	-5	-5	-5	-13	1
O=C(CCCn1c(=S)[nH]c2cc3c(cc2c1=O)OCO3)NC1CC1	11	-3	1	8	2	3	-1	1	-4	11
CC1=NN(C(=O)c2ccc(C)o2)C(O)(c2ccccc2)C1 (configuration not stated)	-3	-6	0	2	-5	9	0	-2	4	7

Quoted at random: 3 records from the list.
SMILES	SIAE primary	DDE Tn6 FP inh	PLC-gamma1 inh	TDP2 absorb	DDE Tn7 FP inh	ASAP1 inh	ADAM17 inh	PLCb3 inh	ADAM10 inh	ARFGAP1 inhibitor
CCc1nc2ccc(C(=O)NCc3ccccc3OC)cn2c1N(C)C(=O)Cc1ccccc1	-1	-1	-3	4	8	-5	-5	-5	-13	1
CC1CCCCC1NC(=O)c1cccc(S(=O)(=O)N2CCN(C)CC2)c1 (configuration not stated)	0	5	1	-6	3	8	-4	-2	-14	3
O=C(NC(=S)N1CCCC1)c1cccc([N+](=O)[O-])c1	-2	1	2	-14	0	-3	2	-3	7	8
